# IMPase Li cell – IMPase inhibition in cells with lithium potentiation | CHO-M1 cells, IP1 TR-FRET (IP-One), carbachol + lithium | Potency, µM (series often up to 59.4 µM), for inactives: at the highest dose activity, negative = IMPase inhibition, usual class: inhibitors | 210,000 tested, 0.35% active | AID 1457;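 also: IP1 builds up when IMPase is blocked and the TR-FRET signal falls; plate controls were basal vehicle for no effect and high inhibitor control for full effect; nearly all actives have a fitted effect of over 50% in size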
#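 CHO cells stably expressing M1 receptor (2000/well) were cultured 16–30 h, then exposed to compounds with a small lithium addition for 30 min at 37C. IP1 was measured by TR-FRET competition; AC50 from Hill fits.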
# RGS12 GoLoco inh – blocks human Gai1 binding to RGS12 GoLoco peptide, red readout; 230,000 tested, 0.44% active; Gai1:RGS12 GoLoco peptide FP, rhodamine, 10 min; AID 880; P63096; Potency, µM (doses to about 61.6 µM), for the others: top-dose activity, negative = inhibition, hits mostly inhibitors; active = well fitted inhibition curve with a large enough effect, not every such curve was filed as active; inactive = no such curve, though single readings can be large or run the other way; also: % is scaled to controls: 0 for no effect and ±100 for the full control effect; nearly all actives have a fitted effect of over 30% in size; many of its hits are not listed in these tables
# Target sequence (P63096 whole entry, looked up): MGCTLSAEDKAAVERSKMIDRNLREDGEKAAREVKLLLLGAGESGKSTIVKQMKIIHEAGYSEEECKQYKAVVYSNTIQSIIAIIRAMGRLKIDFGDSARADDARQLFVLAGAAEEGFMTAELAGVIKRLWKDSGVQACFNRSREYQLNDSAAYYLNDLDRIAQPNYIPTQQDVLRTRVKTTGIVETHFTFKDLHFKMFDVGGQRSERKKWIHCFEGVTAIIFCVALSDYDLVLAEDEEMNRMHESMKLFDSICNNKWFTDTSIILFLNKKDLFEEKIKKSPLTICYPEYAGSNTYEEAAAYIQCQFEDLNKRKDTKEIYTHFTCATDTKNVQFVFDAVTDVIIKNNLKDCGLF
# HTT ATP protect – cytoprotection in Huntington HTT-Q103 PC12 cell model. PC12 HTT-Q103 induced, cytoprotection, ATP luminescence, 40 h. Potency, µM (top dose mostly 56.4 µM), without a hit: cytoprotection (ATP increase), most hits filed as activators. 230,000 tested, 0.14% active. AID 1471;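 also: % of control where 0% means no effect; nearly all actives have a fitted effect of over 45% in size; toxic huntingtin expression switched on by the ecdysone agonist tebufenozide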
#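 ATP quantification (ATPlite) reports survival of PC12 cells in which tebufenozide, 100 nM final, switches on Htt exon 1 with 103 glutamines linked to GFP; compounds are titrated.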
# GAA glycogen – alters human alpha-glucosidase cleavage of glycogen; recombinant GAA, glycogen substrate, Amplex Red glucose oxidase fluorescence; Potency, µM (titrated, usually from 76.4 µM), inactives show top-dose activity change, negative = inhibition, usual class: inhibitors; 300,000 tested, 0.38% active; AID 2100;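 also: 0% = full enzyme reaction and -100% = no-enzyme basal signal; the screen sought inhibitors and activators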
#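 Recombinant enzyme (4 nM final) with compounds titrated up to 77 uM and bovine liver glycogen (30 ug) in citrate pH 5.0, 0.01% Tween-20, 37 C 40 min. Released glucose detected by Amplex Red/glucose oxidase (Ex 573/Em 610); AC50 from Hill fits.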
# GAA inh – blocks human lysosomal alpha-glucosidase; purified human GAA, 4-MU-alpha-glucoside fluorescence; Potency, µM (doses to about 76.9 µM), for inactives: at the highest dose activity change, negative = inhibition, usual class: inhibitors; 200,000 tested, 0.005% active;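 also: plate controls were uninhibited enzyme wells for no effect and no-enzyme background for full effect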
#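 Human enzyme at 4 nM with 400 uM 4-methylumbelliferyl-alpha-D-pyranoside, citrate/phosphate buffer pH 5.0, 0.005% Tween-20, 20 min at room temperature. Compounds up to 77 uM. 4-MU fluorescence (Ex 365/Em 440) read after NaOH/glycine stop; AC50 from Hill fit.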
# HttQ103 aggreg – reduces HttQ103-GFP aggregates in PC12 cells. 220,000 tested, 1.1% active. Potency, µM (doses to about 46.1 µM), without a hit: at the top dose activity change, negative = inhibition, actives largely listed as inhibitors. PC12 HttQ103-GFP aggregates, Acumen cytometry, 40 h; also: % is scaled to controls: 0 for no effect and ±100 for the full control effect; nearly all actives have a fitted effect of over 60% in size
#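 Compounds (qHTS titration) were added to PC12 cells expressing an ecdysone-driven HTT exon 1 Q103–GFP fusion after induction with 100 nM tebufenozide. Aggregate formation was measured as GFP objects in cell lysates.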
# aGlu spleen mod – inhibits or activates alpha-glucosidase in human spleen homogenate; human spleen homogenate, 4-MU-alpha-glucoside fluorescence; Potency, µM (top dose mostly 79.9 µM), for inactives: at the top dose activity change, negative = inhibition, hits mostly inhibitors; 240,000 tested, 0.006% active; AID 2112;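 also: 0% = enzyme with vehicle and -100% = no enzyme basal signal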
#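 AC50 values come from Hill-equation fits of concentration-response data, normalized to no-enzyme and full-activity controls. Enzyme source: 1 ug human spleen homogenate; 1 mM fluorogenic 4-MU glucoside, pH 5.0 citrate buffer, 37 C, 40 min.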
# Numbers without * were called inactive; ? = inconclusive; . = no result given; [ ] = another dose, or the depositor's remark. Unless noted, calls follow the shape of the dose curve; as a rule, active = well fitted curve in the direction sought with a large enough effect; inconclusive = small, poorly fitted or top-dose-only effect, or another doubt; inactive = no such curve, though single readings can be large; an effect the other way counts as inactive or inconclusive. Potency is read from the fitted curve at half-maximal effect.
Molecule,GAA inh,HttQ103 aggreg,IMPase Li cell,HTT ATP protect,aGlu spleen mod,GAA glycogen,RGS12 GoLoco inh
O=S(=O)(NCC1NCCc2ccccc21)c1ccccc1 (centres undefined),0%,-22%,11%,-34%[inhibitor],2%,?,7%
COc1ccc(CNc2ncncc2-c2ccc(C(=O)N(C)C)cc2)c(OC)c1,.,.,0%,-2%,2%,.,-2%
Cc1ccc(NC(=O)CSc2nnc(-c3cccs3)o2)cc1S(=O)(=O)N1CCCCC1,5%,-10%,6%,.,-1%,5%,56%[activator]
Cc1cc(C)nc(NS(=O)(=O)c2ccc(NC(=O)C3(c4ccc([N+](=O)[O-])cc4)CCCC3)cc2)n1,6%,18%,8%,-12%[10 µM],3%,19%,1%
CCc1cccc(NC(=O)CN(C)S(=O)(=O)c2cccc3nsnc23)c1,-1%,-8%,6%,20%[10 µM],0%,1%,5%
COc1cc(C=Nc2ccccc2C(=O)Nc2ccccc2)cc(OC)c1OC,11%,1%,8%,.,6%,8%,6%
O=C(Nc1nccs1)C1CC2CCC1C2 (centres undefined),-5%,?,7%[38.3 µM],-9%,2%,14%,-16%
N#CC(=C(\N)Sc1ccccc1N)/C(C#N)=C(/N)Sc1ccccc1N,.,.,8%,.,-6%,.,-11%

# Record cards (already shown). Screens in order: GAA inh	HttQ103 aggreg	IMPase Li cell	HTT ATP protect	aGlu spleen mod	GAA glycogen	RGS12 GoLoco inh
# Cc1ccc(NC(=O)CSc2nnc(-c3cccs3)o2)cc1S(=O)(=O)N1CCCCC1 is listed as 5%	-10%	6%	.	-1%	5%	56%[activator]
# O=S(=O)(NCC1NCCc2ccccc21)c1ccccc1 (centres undefined) is listed as 0%	-22%	11%	-34%[inhibitor]	2%	?	7%

# (next part)
Molecule,GAA inh,HttQ103 aggreg,IMPase Li cell,HTT ATP protect,aGlu spleen mod,GAA glycogen,RGS12 GoLoco inh
O=c1cnc2cnc(Oc3cccc(Cl)c3)nc2n1Cc1ccc(F)cc1,.,.,-3%,25%,9%,.,11%
CCN1CCN(Cc2ccc(NC(=O)c3cc(NC(=O)c4cnn(-c5ccccc5)c4N)cc(OC)c3)cc2C(F)(F)F)CC1,.,-17%[9.22 µM],.,-17%[10 µM],2%,1%,4%
COCCNC(=S)Nc1ccc(Cl)c(Cl)c1,14%,-10%,-2%,26%,0%,16%,13%
CSc1nc(N)c(C#N)c(-c2ccccc2Cl)c1C#N,-7%,-11%,16%[38.3 µM],4%,-13%,-3%,9%
O=c1n(Cc2ccccc2Cl)nc2n1-c1ccccc1SC2,.,-18%[9.22 µM],.,-13%[10 µM],0%,2%,9%
CCOc1ccc(OCC)c(NC(=O)C2CCCN(c3ncccn3)C2)c1 (centres undefined),-6%,-21%,37%[activator][38.3 µM],-14%,-13%,-1%,10%
COc1ccc(NC(=O)/C=C/C(=O)O)c([N+](=O)[O-])c1,2%,-3%[9.22 µM],.,5%[10 µM],-10%,-4%,-12%
CC(=O)N1CCC(N(CCN2CCOCC2)C(=S)Nc2ccc(C)cc2C)CC1,6%,11%,7%,-30%,0%,1%,-3%
C[C@]12C=CC(=O)C=C1CCC1C2C(=O)C[C@]2(C)C1CC[C@]2(O)C(=O)CO (some centres undefined),.,.,8%,-8%,-5%,.,5%
COc1ccc2c(c1)C(NC(=O)C(F)(F)F)CC2=O (centres undefined),?,-22%,-5%,5%[10 µM],3%,3%,0%
CCn1cc(C(=O)NCCCOC)c(=O)c2cc(S(=O)(=O)N(C)C3CCCCC3)ccc21,6%,-5%,2%,-6%[10 µM],1%,1%,-5%
C#CCNC(=O)C1=C[C@H](c2csc3ccccc23)C[C@H](OCc2ccc(CO)cc2)O1,.,-1%[9.22 µM],-2%,-20%[10 µM],-10%,-14%,6%
CNC(=S)NNC(=O)Cc1ccccc1,-1%,-1%,9%[38.3 µM],-14%[10 µM],2%,1%,-2%
O=C(Nc1c(Cl)cc(Cl)cc1C(=O)NCC1CCCO1)c1ccco1 (centres undefined),-1%,11%,-2%[38.3 µM],0%[10 µM],1%,23%,6%
Cc1ccc2nc(NC(=O)COC(=O)c3ccccn3)sc2c1,5%,-18%,5%,-58%[inhibitor],0%,-1%,11%
CN1C(=O)CC(N2CCN(CC(N)=O)CC2)C1=O (centres undefined),3%,22%,-2%[38.3 µM],8%,4%,-9%,8%
Fc1ccc(NC(=S)N2CCCc3ccccc32)cc1,0%,-9%,.,-30%,2%,-16%,.
COc1ccc(O)c(CNn2c(-c3ccc(Br)cc3)nc3ccccc3c2=O)c1,8%,-3%,10%,7%,-4%,-13%,-15%
Cc1ccsc1C(=O)OCC(=O)Nc1sccc1C(N)=O,2%,7%,3%[38.3 µM],-8%[10 µM],-1%,2%,16%
CCOc1ccc(NS(=O)(=O)c2cnc(Cl)c(Cl)c2)cc1,-7%,31%,7%,-4%[10 µM],0%,1%,9%
Cc1cc(/C=C(\C#N)C(=O)NCc2ccco2)c(C)n1-c1cccnc1,.,8%[9.22 µM],.,10%[10 µM],1%,7%,7%
O=C(CSc1nc2cc(S(=O)(=O)N3CCOCC3)ccc2o1)Nc1c(F)cccc1F,-5%,-1%,-1%,35%[10 µM],-3%,26%,-2%
CC(/C=N/NC(=O)CN1CCN(Cc2ccc(Cl)cc2)CC1)=C\c1ccco1,-7%,14%,7%,23%[10 µM],-9%,2%,4%
Cc1cc(C(C)(C)C)cc(C)c1COC(=O)C1CCC(=O)N1 (centres undefined),5%,9%,-4%[38.3 µM],5%,4%,0%,9%
N#Cc1cc2c([nH]c1=O)CCCC2,-1%[15.4 µM],-17%[9.22 µM],.,17%[10 µM],8%,8%,7%
Cc1noc(C)c1-c1nc(NCCN2CCOCC2)c2ccccc2n1,.,.,1%,-13%,7%,.,-5%
CCN1C2=C(C(=O)CCC2)C(c2ccc(O)cc2)C2=C1CCCC2=O,?,?,12%[38.3 µM],5%[0.074 µM],-4%,-4%,-37%
CC(=O)c1ccc(NCC(=O)N2CCN(c3ccccc3)CC2)cc1,-1%,2%,2%[38.3 µM],10%[10 µM],-4%,2%,-39%
CCOC(=O)CSC1=NC(=O)/C(=C/c2ccc(Br)cc2)S1,-7%,-30%,-8%,-10%[10 µM],-5%,-1%,20%
Cc1cccc(NC(=O)c2ccco2)c1C(=O)O,-10%,4%[9.22 µM],.,13%[10 µM],2%,-8%,-3%
COc1c(F)c(F)c(C(=O)Nc2ccc(NC(=O)Cc3ccccc3)cc2)c(F)c1F,4%,.,3%,.,-2%,-6%,11%
Cc1cccc(N2CCN(S(=O)(=O)c3cccc4nonc34)CC2)c1C,-8%,-2%,17%,6%[10 µM],-14%,-14%,7%
CC1CCC(NC(=O)N(CCCl)N=O)CC1 (centres undefined),.,-4%,3%,2%,-3%,.,5%
N=C1C(c2nc3ccccc3s2)=C(O)CN1CCCO,?,-8%,19%[38.3 µM],-23%,-1%,-2%,7%
O=C(COC(=O)c1ccc(Br)cc1)Nc1ccccc1Br,-3%,22%,-7%,-29%,3%,5%,4%
Cc1cc(C)c(C)c(OCCCOc2cccc3cccnc23)c1,-12%,?,13%,-44%[10 µM],-3%,-1%,-4%
COc1cccc(CSc2nc3sc(C)c(C)c3c(=O)n2Cc2ccco2)c1,-10%,?,6%[38.3 µM],-24%[0.074 µM],-3%,0%,18%
CS(=O)(=O)c1ccc(C(=O)Nc2ccc(N3CCOCC3)cc2)c(Cl)c1,12%,-1%,1%,-18%,3%,10%,5%
Cc1ccc(C)c(OCC(=O)N2CCOCC2)c1,-9%,4%,-5%[38.3 µM],-2%,4%,10%,-22%
COc1ccc(-c2nc3ccccc3c(=O)n2NC(=O)c2cccnc2Cl)cc1OC,-15%,?,-2%,9%[10 µM],-6%,15%,0%
CC1(c2ccc3noc(-c4ccccc4)c3c2)OCCO1,0%,-24%,40%[activator][38.3 µM],-12%[10 µM],-2%,-5%,8%
O=C(Nc1ccc(Cl)cc1)/C(=C/c1ccc([N+](=O)[O-])cc1)c1nc2ccccc2s1,4%,7.1µM*,9%,-197%[inhibitor],0%,20%,6%
O=C1CC(N2CCN(c3ccc(O)cc3)CC2)C(=O)N1Cc1cccs1 (centres undefined),-3%,2%,26%[38.3 µM],6%[10 µM],-11%,6.3µM*,-26%
O=C(Nc1ccc(N2CCOCC2)nc1)c1c(F)cccc1F,2%,10%[9.22 µM],.,-2%[10 µM],0%,5%,-9%
CSc1nc(-c2ccco2)nn1C(=O)c1cccs1,2%,4%,-6%[38.3 µM],6%,-1%,-1%,0%
CN(c1cccc(Cl)c1)S(=O)(=O)c1cccc(C(=O)NC2=NCCS2)c1,-5%,-24%,3%[38.3 µM],-1%,-9%,-2%,-19%
Cc1nn(CCO)c2nc(-c3cccs3)cc(C(F)(F)F)c12,?,-13%,-4%,40%[10 µM],10%,0%,-8%
CCCCNC(=O)N1CCOCCOCCN(C(=O)NCCCC)CCOCC1,1%,-17%,25%[38.3 µM],-2%,-1%,5%,0%
CSc1ccc(/C=C/c2ccc3cccc(O)c3n2)cc1,-1%,?,1%,-115%[inhibitor],4%,-4%,4%
Cc1nnc(SCc2nc3sc(C(=O)O)c(C)c3c(=O)[nH]2)s1,-2%,1%[9.22 µM],.,?,-7%,-15%,12%
Cc1c(C(=O)NC2=NCCS2)oc2ccccc12,4%,?,10%[38.3 µM],-8%[0.074 µM],-2%,-2%,-2%
CCc1cc(-c2n[nH]c(=S)n2CC(C)C)cs1,-2%,-25%,5%,.,-6%,0%,-3%
O=C(Nc1ccc(F)cc1F)N1CCCN(CCOc2ccccc2)CC1,.,-9%[9.22 µM],.,-1%[10 µM],0%,1%,5%
CS(=O)Cc1cc(Sc2ccccc2)nc(-c2ccncc2)n1 (centres undefined),-2%,3%,-8%,-30%,3%,1%,-7%
O=C(c1ccco1)N1CCN(C(=O)c2cccs2)CC1,-7%,10%,21%[38.3 µM],-1%,7%,3%,4%
Oc1ccc(C=NCC2COc3ccccc3O2)cc1 (centres undefined),3%,-6%,5%[38.3 µM],0%,1%,-1%,-2%
CC(C)(SC(=S)N1CCOCC1)C(=O)O,3%,2%,-6%[38.3 µM],-4%,0%,-17%,-19%
Clc1nssc1=Nc1ccccc1,-2%,-3%,-4%,-16%,1%,5%,-25%

# Source: PubChem

# Some of the compounds tested; count on the stated rates, not on these rows.
